Compound activity from PubChem BioAssay.
PGC1a acetyl inh = modulators of PGC1a acetylation; U2OS PGC1a acetylation, AlphaScreen anti-acetyl-lysine; with virally co-expressed GCN5 acetyltransferase; inhibition, % at 15.6 µM; actives 0.17% (n = 350,000); AID 651687;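 active = every replicate shows inhibition of at least 40%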;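 note: 0% = neutral control wells and 100% = positive control wells; some results beyond the cut were filed as inactive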
LGR2 antag = blocks bursicon-induced cAMP signaling via Drosophila LGR2; AID 720647; actives 0.35% (n = 380,000); inhibition, % at 9.99 µM; HEK293 LGR2, CRE-luciferase, bursicon-stimulated, 4 h;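 active = drop in luminescence signal, shown as inhibition above about 50% in the replicate tests, limit read from the data, passing the limit was not always enough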;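 note: agonist challenge used bursicon conditioned medium at about half maximal strength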
PAX8 reporter = inhibitors of PAX8 transcriptional activity in RMG-I cells; RMG-I TPO-luciferase reporter, SteadyGlo, 24 h; inhibition, % at 12.6 µM; actives 1.2% (n = 360,000);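 active = mean replicate inhibition at least 60% with every replicate also reaching 60%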;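 note: luciferase light reporting Pax8 driven TPO promoter activity; plate controls were median of neutral control wells for no effect and mitoxantrone controls for full effect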
EWS-Fli inh = inhibitors of EWS/Fli oncoprotein transcriptional activity; inhibition, % at 12.6 µM; A673 NR0B1-luciferase reporter, viability-normalised; actives 0.67% (n = 350,000);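 active = mean inhibition of at least 50% after viability correction, with every replicate also passing that limit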;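 note: firefly luciferase signal divided by Alamar Blue viability fluorescence both relative to DMSO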
Cneo AK release = causes C. neoformans cell lysis | adenylate kinase release luminescence, 4 h; normalised: neutral wells 0, clomiphene wells 100 | actives 0.2% (n = 360,000) | lysis activity, % at 15 µM;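 active = mean lysis activity across replicates of at least 80%, whatever share of replicates individually reach that level; inactive = mean lysis activity below 80%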
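Assay system: C. neoformans cells. Amount: yeast cell density of 5 × 10^6 cells/mL. Technique: AK luminescence. Buffer or medium: YPD. Times: static 4 h at 37 °C with compound, 1 h detection. Dosing: single-point compound dose. Read-out: lysis from increased AK signal.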
CASP6 VEID inh = inhibitors of human caspase-6 | inhibition, % at 12.5 µM | purified caspase-6, Z-VEID-R110 cleavage fluorescence | P55212 | actives 0.53% (n = 350,000);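 active = mean inhibition across replicates at least about 35%, with every replicate also reaching that limit, limit read from the data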;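 note: 0% = median of neutral control wells and 100% = no fluorescence left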
Target sequence (P55212 24-179 limits assumed): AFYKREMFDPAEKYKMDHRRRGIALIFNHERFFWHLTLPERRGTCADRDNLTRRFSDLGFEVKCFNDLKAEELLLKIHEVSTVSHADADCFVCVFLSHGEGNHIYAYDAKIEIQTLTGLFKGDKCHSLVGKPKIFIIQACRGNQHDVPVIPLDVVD
Target sequence (P55212 194-293 limits assumed): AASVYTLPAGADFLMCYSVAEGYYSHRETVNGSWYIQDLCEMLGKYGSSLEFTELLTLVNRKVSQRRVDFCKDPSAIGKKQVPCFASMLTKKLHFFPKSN
FN deposit inh = fibronectin deposition inhibition | AH1F fibroblasts, Alexa488-fibronectin deposition fluorescence, overnight | inhibition, % at 12.6 µM | actives 0.086% (n = 350,000) | AID 743247;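 active = mean inhibition across replicates of 30% or more, regardless of how many single replicates reach that level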;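 note: positive control wells lacked labelled fibronectin entirely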
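Measured by – fluorescence 485/525 nm · System – AH1F fibroblast monolayer, labelled fibronectin deposition · Amount – 10000 cells per well · Buffer or medium – serum-reduced DMEM (2% serum) · Doses – single dose, pinned · Also added – fluorescent fibronectin at 24 nM final · Schedule – 1 h cell attachment, overnight exposure to compound and label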
miR-122 sensor = miR-122 inhibition in Huh7 cells. Huh7 miR-122 Renilla luciferase sensor, 48 h; neutral wells = 0, positive control = 100. activation (reporter increase), % at 12.5 µM. actives 0.3% (n = 340,000). AID 602342;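 active = mean replicate activation score at least 90 and every replicate individually at or above 90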;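 note: higher luciferase means less miR-122 activity so hits act as miR-122 inhibitors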
An asterisk follows results filed as active; . = no result given; [ ] = remark or other dose.

smiles,EWS-Fli inh,FN deposit inh,PGC1a acetyl inh,Cneo AK release,CASP6 VEID inh,LGR2 antag,miR-122 sensor,PAX8 reporter
CN(C)S(=O)(=O)c1ccc(C(=O)Nc2ccccc2OC(F)(F)C(F)F)cc1,22,.,7,3,2,-5,-2,.
NCCOc1ccccc1OCCN,4,-4,.,1,-27,-6,1,24
COc1cc(C2C(C#N)=C(N)N(N(C)C)C3=C2C(=O)CC(C)(C)C3)cc(OC)c1OC (configuration not stated),2,-10,.,.,1,-27,.,-5
COc1cccc(CN2[C@H](CO)[C@H](c3ccccc3)C23CN(C(=O)C2CC2)C3)c1,1,7,-17,.,3,4,.,.
COC(=O)c1cn(C(=O)c2ccc(C)c(C)c2)c2ccccc12,-3,2,.,.,-2,-2,.,8
O=C(NCCCc1ccccc1)C(=O)NCC1OCCN1S(=O)(=O)c1ccc(F)cc1 (configuration not stated),.,.,-7,2,1,-6,-5,-2
C[C@@H]1CCCCO[C@@H](CN(C)Cc2ccc3c(c2)OCO3)[C@H](C)CN([C@H](C)CO)C(=O)c2cc(NC(=O)c3ccncc3)ccc2O1,6,9,0,1,1,-25,8[16.7 µM],-11
COC(=O)C(Cc1ccccc1)NC(=O)c1cc(=O)[nH]c2ccccc12 (configuration not stated),11,3,5,.,-1,-17,.,1
CC(=O)c1ccc(NS(=O)(=O)c2cccc3cccnc23)cc1,2,3,.,-1,-2,-9,81,-5
CCNC(=O)[C@H]1[C@H](CO)[C@H]2Cn3c(ccc(-c4ccccc4)c3=O)[C@H]2N1Cc1ccccc1,-4,.,.,-2,-4,-2,-3[16.7 µM],.

Next compounds:
smiles,EWS-Fli inh,FN deposit inh,PGC1a acetyl inh,Cneo AK release,CASP6 VEID inh,LGR2 antag,miR-122 sensor,PAX8 reporter
C[C@@H]1CN([C@@H](C)CO)C(=O)c2cc(NS(=O)(=O)c3cccs3)ccc2O[C@H]1CN(C)S(=O)(=O)c1ccc(Cl)cc1,4,-3,-2,0,3,-21,0[16.7 µM],.
CCOC(=O)C1CCN(C(=O)c2cccc(S(=O)(=O)N3c4ccccc4CC3C)c2)CC1 (configuration not stated),-1,0,-7,-2,1,-4,7,0
O=C(Cc1ccc(S(=O)(=O)N2CCOCC2)s1)N1CCN(S(=O)(=O)c2ccccc2F)CC1,4,.,-8,1,-2,0,-11,6
COc1cc(C2NC(=O)CCC2[N+](=O)[O-])cc(OC)c1OC (configuration not stated),3,6,.,2,-3,-5,-4,-9
COCC#Cc1cnc2c(c1)C(=O)N([C@H](C)CO)C[C@H](C)[C@@H](CN(C)C(=O)Cc1cccnc1)O2,13,.,2,-1,2,-1,-10[16.7 µM],.
CC1CCC(NC(=O)c2ccc3snnc3c2)CC1 (configuration not stated),-53,5,.,-1,-1,-36,-3,-96
CCCn1c(SCC(=O)Nc2ccc(Cl)cc2)n[nH]c1=O,10,.,-10,.,4,7,2,1
O=C(NC1CCCc2ccccc21)c1cc(F)cc(F)c1 (configuration not stated),8,4,.,0,-1,10,.,0
N#CC1(C#N)C(c2ccccc2)OC23CCCCCC2C1(C#N)C(=N)O3 (configuration not stated),.,14,5,-1,.,18,2,8
CC=Cc1ccc2n(c1=O)C[C@H]1[C@H](CO)[C@@H](C(=O)NCc3ccccc3F)N(S(C)(=O)=O)[C@@H]21 (mixture of isomers),2,.,.,-5,1,4,-5[16.7 µM],.

Remaining list, next part.
smiles,EWS-Fli inh,FN deposit inh,PGC1a acetyl inh,Cneo AK release,CASP6 VEID inh,LGR2 antag,miR-122 sensor,PAX8 reporter
COc1ccc([C@H]2CC(=O)C=C(c3cccc(CO)c3)C2)cc1,-14,-6,-6,0,0,5,-4,-4
Cc1ccc(C)c(C(=O)CN2C(=O)NC3(CCC(C)CC3)C2=O)c1 (configuration not stated),.,-5,.,4,.,7,9,24
O=C1Nc2ccc([N+](=O)[O-])cc2OC1CCN1CCN(Cc2ccc3c(c2)OCO3)CC1 (configuration not stated),6,-8,-4,-2,-3,-23,153*,-8
Cc1ccc(-c2c(C)n([O-])c3c([n+]2=O)CCCC3)cc1,-9,4,.,.,-2,.,.,-4
CCCC#Cc1ccc([C@@H]2[C@H](CO)N3CCCCN(S(C)(=O)=O)C[C@@H]23)cc1,12,.,-2,45,-1,-3,2[16.7 µM],-3
CC(C)OCCCNC(=S)Nc1ccc2nc3n(c(=O)c2c1)CCCCC3,2,.,2,.,-1,-3,.,2
C[C@@H]1CN([C@@H](C)CO)C(=O)c2cc(NC(=O)c3ccncc3)ccc2O[C@H]1CN(C)Cc1ccc(C(=O)O)cc1,3,.,1,-1,3,-19,1[16.7 µM],-14
C[C@@H]1CCCCO[C@H](CN(C)S(=O)(=O)c2ccccc2)[C@H](C)CN([C@@H](C)CO)C(=O)c2cc(NS(=O)(=O)c3ccc(Cl)cc3)ccc2O1,-9,0,-26,0,1,7,-5[16.7 µM],81*
COc1ccc(C(CNC(=O)CCNS(=O)(=O)c2ccc(Br)cc2)N2CCOCC2)cc1 (configuration not stated),3,.,.,0,-3,0,.,14
CCOC(=O)C(=CNc1ccc2c(c1)nnn2-c1ccc(Cl)cc1)C(=O)OCC,.,-8,.,0,.,24,-20,4

(more compounds)
smiles,EWS-Fli inh,FN deposit inh,PGC1a acetyl inh,Cneo AK release,CASP6 VEID inh,LGR2 antag,miR-122 sensor,PAX8 reporter
CC(C)C[C@H](NC(=O)OC(C)(C)C)c1nnc(SCc2ccccc2)o1,.,-13,-11,4,.,.,15,6
CC(C)NC(=O)Nc1cccc2c1O[C@@H](CN(C)CC1CCCCC1)[C@@H](C)CN([C@H](C)CO)C2=O,7,.,.,-5,2,-4,9[16.7 µM],-2
CC(=O)C[C@@H](O)CC(=O)[C@@H]1OC(=O)[C@H](C)C/C=C\Cc2ccccc21,1,-12,10,-1,1,-13,55,22
COc1ccc(C2C(C(=O)N3CCN(c4ccccc4)CC3)c3ccccc3C(=O)N2C)cc1 (configuration not stated),.,8,-5,0,.,.,-15,.
O=C(CN(c1ccccc1)S(=O)(=O)c1ccccc1)Nc1ccc(F)cc1,11,1,7,-5,1,14,15,11
O=Cc1ccc(-n2cccn2)cc1,6,3,5,-2,1,20,0,16
COCC#Cc1cnc2c(c1)C(=O)N([C@@H](C)CO)C[C@@H](C)[C@H](CN(C)C(=O)Nc1ccccc1OC)O2,-2,.,-5,-5,1,2,7[16.7 µM],23
CCN1C(=O)Cc2cc(S(=O)(=O)NCCc3ccccc3)ccc21,-5,-12,.,0,0,0,7,-31
COc1ccccc1NS(=O)(=O)c1ccc(NC(C)=O)cc1,.,-2,17,6,.,7,0,.
CN(C)C(=O)C[C@@H]1CC[C@@H](NC(=O)Nc2cccc(F)c2)[C@H](CO)O1,-4,14,0,0,-2,9,.,-3

A stretch from further up, as a working copy:
smiles,EWS-Fli inh,FN deposit inh,PGC1a acetyl inh,Cneo AK release,CASP6 VEID inh,LGR2 antag,miR-122 sensor,PAX8 reporter
C[C@@H]1CCCCO[C@@H](CN(C)Cc2ccc3c(c2)OCO3)[C@H](C)CN([C@H](C)CO)C(=O)c2cc(NC(=O)c3ccncc3)ccc2O1,6,9,0,1,1,-25,8[16.7 µM],-11
COC(=O)C(Cc1ccccc1)NC(=O)c1cc(=O)[nH]c2ccccc12 (configuration not stated),11,3,5,.,-1,-17,.,1
CC(=O)c1ccc(NS(=O)(=O)c2cccc3cccnc23)cc1,2,3,.,-1,-2,-9,81,-5
CCNC(=O)[C@H]1[C@H](CO)[C@H]2Cn3c(ccc(-c4ccccc4)c3=O)[C@H]2N1Cc1ccccc1,-4,.,.,-2,-4,-2,-3[16.7 µM],.
C[C@@H]1CN([C@@H](C)CO)C(=O)c2cc(NS(=O)(=O)c3cccs3)ccc2O[C@H]1CN(C)S(=O)(=O)c1ccc(Cl)cc1,4,-3,-2,0,3,-21,0[16.7 µM],.
CCOC(=O)C1CCN(C(=O)c2cccc(S(=O)(=O)N3c4ccccc4CC3C)c2)CC1 (configuration not stated),-1,0,-7,-2,1,-4,7,0
O=C(Cc1ccc(S(=O)(=O)N2CCOCC2)s1)N1CCN(S(=O)(=O)c2ccccc2F)CC1,4,.,-8,1,-2,0,-11,6
COc1cc(C2NC(=O)CCC2[N+](=O)[O-])cc(OC)c1OC (configuration not stated),3,6,.,2,-3,-5,-4,-9
COCC#Cc1cnc2c(c1)C(=O)N([C@H](C)CO)C[C@H](C)[C@@H](CN(C)C(=O)Cc1cccnc1)O2,13,.,2,-1,2,-1,-10[16.7 µM],.
CC1CCC(NC(=O)c2ccc3snnc3c2)CC1 (configuration not stated),-53,5,.,-1,-1,-36,-3,-96

Further records.
smiles,EWS-Fli inh,FN deposit inh,PGC1a acetyl inh,Cneo AK release,CASP6 VEID inh,LGR2 antag,miR-122 sensor,PAX8 reporter
COCc1cc(N2CCN(C(=O)OC(C)(C)C)C[C@@H]2C)ccc1N1CC[C@@H](O)C1,-5,2,.,.,12,-17,.,7
COc1ccc(NC(=O)COc2coc(CN3CCN(c4ccccc4)CC3)cc2=O)cc1,29,-1,7,-1,2,-4,5,13
CC(=O)[C@@]1(O)CC[C@H]2[C@@H]3C[C@H](C)C4=CC(=O)C=C[C@]4(C)[C@@]3(F)[C@@H](O)C[C@@]21C,0,-3,5,1,2,3,7,20
CCC(=O)N1CCCCN2[C@@H](CO)[C@H](c3ccc(C#Cc4ccccc4F)cc3)[C@@H]2C1,3,.,-7,0,-2,-15,11[16.7 µM],2
CC=Cc1ccc2n(c1=O)C[C@H]1[C@H](CO)[C@@H](C(=O)NCc3ccccc3F)N[C@@H]21 (mixture of isomers),4,.,.,44,-2,24,.,.
Cc1ccc(S(=O)(=O)NC(=O)Nc2ccc(C)cc2C)cc1,-1,2,.,0,-2,7,.,4
CNC[C@H]1OCCCC[C@H](C)Oc2ccc(NC(=O)Nc3c(C)noc3C)cc2C(=O)N([C@H](C)CO)C[C@@H]1C,-10,.,2,-4,2,12,0[16.7 µM],-2
CC(=O)N1CCN(S(=O)(=O)c2cccc(C(=O)OCC(=O)NCc3ccccc3Cl)c2)CC1,-9,-1,5,5,-1,5,-3,13
C[C@@H]1CCCCO[C@H](CN(C)S(C)(=O)=O)[C@H](C)CN([C@@H](C)CO)C(=O)c2cc(N(C)C)ccc2O1,2,.,-4,-1,9,4,3[16.7 µM],-9
O=C(Nc1ccccc1)N1CCCN(Cc2c(F)cccc2Cl)CC1,11,7,-2,-2,-1,-1,-14,22

(more compounds)
smiles,EWS-Fli inh,FN deposit inh,PGC1a acetyl inh,Cneo AK release,CASP6 VEID inh,LGR2 antag,miR-122 sensor,PAX8 reporter
Cc1cccc(N2CCN(C(=O)c3cc4c(=O)n(C)c5ccccc5c4n3C)CC2)c1C,-2,4,.,0,3,-4,1,11
COc1ccc(S(=O)(=O)Nc2cccc3c2O[C@H](CN(C)S(=O)(=O)c2ccc(C)cc2)[C@H](C)CN([C@H](C)CO)C3=O)cc1,0,.,0,-1,.,-6,-6[16.7 µM],-12
C[C@@H](O)C#Cc1ccc([C@H]2[C@H](CO)N3CCCCN(C(=O)c4cccc(F)c4)C[C@@H]23)cc1,-3,.,-4,0,-4,18,13[16.7 µM],-25
CCC1(CC)NC(=O)N(CC(=O)OCc2nc3cc(C(=O)OC)ccc3c(=O)[nH]2)C1=O,3,1,0,-1,0,-6,-4,-11
CN1C(=O)c2cc(NC(=O)Nc3ccccc3Cl)ccc2OC[C@H]2O[C@H](CC(=O)NCCCN3CCOCC3)CC[C@H]21,-3,2,.,-2,-19,14,.,-4
COCC#Cc1ccc([C@H]2[C@H](CO)N3CCCCN(C(=O)CN(C)C)C[C@@H]23)cc1,-5,.,8,-2,-1,-7,-2[16.7 µM],9

This is a random part of the collection. About 2.5% of those tested had a hit in this group.
